# FEN1 inhibitor – inhibitors of human flap endonuclease 1 | AID 588795 | Recombinant FEN1 flap cleavage, fluorescence, 15 min | Potency, µM (titrated, usually from 114 µM), for the others: top-dose activity change, negative = inhibition, most hits filed as inhibitors | 0.35% of 390,000 active; also: nearly all actives have a fitted effect of over 65% in size
#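 Recombinant FEN1 (10 nM) was preincubated with pin-transferred compounds for 15 min at room temperature, then flap DNA substrate (50 nM final) was added. Plates were read at 0 and 15 min, and normalized concentration–response data were fitted to a four-parameter Hill equation.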
# TDP1 cell CPT – growth inhibition of DT40 Tdp1-/-;hTDP1 cells with camptothecin (screen for TDP1 inhibitors) | Potency, µM (highest dose often 46.2 µM), without a hit: at the highest dose activity change, negative = growth inhibition, usual class: inhibitors | 12% of 420,000 active | AID 686979 | chicken DT40 Tdp1-/-;hTDP1 cells + 20 nM CPT, ATP luminescence, 48 h; also: nearly all actives have a fitted effect of over 55% in size
#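 Cell growth measured by CellTiter-Glo luminescence after a minimum 48 h, 37 C compound exposure with 20 nM CPT in Tdp1-knockout DT40 cells stably expressing hTDP1, seeded 400/well; qHTS titration format.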
# KAT2A inh – GCN5L2 (KAT2A) acetyltransferase inhibition. Q92830. GCN5L2 HAT assay, ThioGlo1 CoA-SH fluorescence. Potency, µM (top dose mostly 58.9 µM), inactives show at the top dose activity change, negative = inhibition, most hits filed as inhibitors. 0.21% of 390,000 active. AID 504327
# Target sequence (Q92830 whole entry, looked up): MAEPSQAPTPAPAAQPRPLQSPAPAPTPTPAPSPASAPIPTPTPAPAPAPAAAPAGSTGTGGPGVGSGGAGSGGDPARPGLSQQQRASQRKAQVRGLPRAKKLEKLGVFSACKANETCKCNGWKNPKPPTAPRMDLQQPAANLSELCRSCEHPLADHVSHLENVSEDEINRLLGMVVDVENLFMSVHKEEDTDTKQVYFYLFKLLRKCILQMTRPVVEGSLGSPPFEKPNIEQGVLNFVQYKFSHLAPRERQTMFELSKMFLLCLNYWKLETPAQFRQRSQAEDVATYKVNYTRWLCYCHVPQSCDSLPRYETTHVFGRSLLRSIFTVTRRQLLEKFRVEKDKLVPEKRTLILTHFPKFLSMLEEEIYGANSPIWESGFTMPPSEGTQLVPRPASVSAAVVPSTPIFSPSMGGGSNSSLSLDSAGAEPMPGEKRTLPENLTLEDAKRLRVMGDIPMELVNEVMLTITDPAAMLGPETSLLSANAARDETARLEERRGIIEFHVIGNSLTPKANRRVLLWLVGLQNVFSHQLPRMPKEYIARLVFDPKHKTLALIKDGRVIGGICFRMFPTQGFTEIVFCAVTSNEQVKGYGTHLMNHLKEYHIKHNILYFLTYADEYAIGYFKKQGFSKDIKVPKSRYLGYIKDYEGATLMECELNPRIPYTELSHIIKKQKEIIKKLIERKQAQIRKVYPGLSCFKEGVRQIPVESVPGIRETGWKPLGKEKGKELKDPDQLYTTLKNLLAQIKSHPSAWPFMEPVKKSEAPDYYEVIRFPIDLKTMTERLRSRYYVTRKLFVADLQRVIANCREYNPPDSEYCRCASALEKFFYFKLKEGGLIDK
#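 ThioGlo1-coupled HAT assay: 20nM GCN5L2, 70uM acetyl-CoA, 75uM H3(1-25) peptide, pH 7.5. Fluorescence read at 340/540nm at start and after 20 min at room temperature.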
# An asterisk follows results filed as active; u = inconclusive; x = not tested or not shown; & = joins results of further samples; [ ] = another dose, or the depositor's remark. Calls follow the shape of the dose curve; as a rule, active = well fitted curve in the direction sought with a large enough effect; inconclusive = small, poorly fitted or top-dose-only effect, or another doubt; inactive = no such curve, though single readings can be large; an effect the other way counts as inactive or inconclusive. % is scaled to controls: 0 for no effect and ±100 for the full control effect; potency is read from the fitted curve at half-maximal effect.
compound,FEN1 inhibitor,TDP1 cell CPT,KAT2A inh
CCOc1ccc(C2C(=O)N(C3CCCCCC3)CC(=O)N2CCc2ccc(OC)c(OC)c2)cc1OC (stereo unspecified),-4%,u,4%
Cc1ccc(-c2nc(CNC(=O)NC3CCCCC3)c(C)o2)cc1,3%,-1%,-3%
CNC(=O)c1c(NC(=O)c2ccco2)sc2c1CCCC2,-1%,-26%,-19%
CC1=CC(C)(C)Nc2ccc(OC(=O)C(C)N3C(=O)c4ccccc4C3=O)cc21 (stereo unspecified),u,2.1µM*,-26%
Cn1c(=O)c2sccc2n2c(CCC(=O)N3CCN(c4ccc(F)cc4)CC3)nnc12,1%,x,-3%
Cc1c(CN(C)C)c2c(n1Cc1ccccc1)C(=O)c1ccccc1-2,-10%,u,-2%
COc1cccc(C(=O)NOCc2ccccc2)c1OC,-13%,-23%,0%
Cc1ccc(-n2c(SCC(N)=O)nnc2-c2ccco2)cc1,-2%,-19%,-15%

# Looked up one by one from the list above:
compound,FEN1 inhibitor,TDP1 cell CPT,KAT2A inh
Cn1c(=O)c2sccc2n2c(CCC(=O)N3CCN(c4ccc(F)cc4)CC3)nnc12,1%,x,-3%
CC1=CC(C)(C)Nc2ccc(OC(=O)C(C)N3C(=O)c4ccccc4C3=O)cc21 (stereo unspecified),u,2.1µM*,-26%
CNC(=O)c1c(NC(=O)c2ccco2)sc2c1CCCC2,-1%,-26%,-19%
Cc1c(CN(C)C)c2c(n1Cc1ccccc1)C(=O)c1ccccc1-2,-10%,u,-2%
CCOc1ccc(C2C(=O)N(C3CCCCCC3)CC(=O)N2CCc2ccc(OC)c(OC)c2)cc1OC (stereo unspecified),-4%,u,4%
Cc1ccc(-c2nc(CNC(=O)NC3CCCCC3)c(C)o2)cc1,3%,-1%,-3%

# Going on with the list:
compound,FEN1 inhibitor,TDP1 cell CPT,KAT2A inh
CCCc1nc(NCc2ccncc2)c2nnn(Cc3ccccc3F)c2n1,-11%,u,-7%
CCc1nnc(NC(=O)C2CC(=O)N(C3CCCC3)C2)s1 (stereo unspecified),2%,13%,-2%
CCSc1sccc1C1C(C#N)=C(N)N(c2cccnc2)C2=C1C(=O)CCC2 (stereo unspecified),-8%,u,2%
S=C(NCCCN1CCOCC1)NCCCN1CCOCC1,1%,-4%,-6%
Cc1c(C(=O)NCCSCc2cccc(C(F)(F)F)c2)cnn1-c1ccc(Cl)cc1,-15%,u,-10%
CC(C)(C)NC(=O)CN(Cc1ccccc1)S(=O)(=O)c1ccccc1,0%,-3%,2%
CC(/C=C/c1ccc(N(C)C)cc1)=N\N=C(/N)SC1CC(=O)N(c2ccc(C(=O)O)cc2)C1=O (stereo unspecified),3%,u,u
Cc1ccc(S(=O)(=O)N2CCC(C(=O)N[C@H](C(=O)N3CCN(C)CC3)C(C)C)CC2)cc1,-7%,-21%,-2%
CC(C)CC(=O)NC1(C(F)(F)F)C(=O)Nc2c1c(=O)n(C)c(=O)n2C (stereo unspecified),7%,-15%,1%
CCC(C)(C(=O)NC1CCCCC1)N(CC1CCCO1)C(=O)Cc1cccs1 (stereo unspecified),-2%,11%,0%
CCNS(=O)(=O)c1ccc(NC(=O)c2cccnc2)cc1,-2%,-5%,0%
Cc1ccccc1NC(=O)COC(=O)C1C2CC3OC(=O)C1C3C2 (stereo unspecified),-5%,16%,-5%
O=c1c(-c2ccc(Cl)cc2)nc2cncnc2n1Cc1ccc(F)cc1,x,1%,-7%
COc1cc2c(cc1OC)-c1cc(Nc3ccc(C(=O)O)cc3)nc(=O)n1CC2,-23%,4%,-26%
Cc1ccc(C)c(Cn2nnc3c(=O)[nH]c(C4CCN(S(=O)(=O)c5ccc(S(=O)(=O)NC6CC6)cc5)CC4)nc32)c1,7%,u,-19%
COCCNC(=O)COc1ccc(C)cc1C,-2%,-4%,-6%
CCc1noc(C)c1C(=O)Nc1cc(S(=O)(=O)N2CCOCC2)ccc1N1CCN(CC)CC1,-4%,1%,1%
Cc1cc(C)c(C)c(S(=O)(=O)NC(C(=O)NCCc2ccco2)C(C)C)c1C (stereo unspecified),0%,-7%,-3%
COc1ccc(N2CCN(C(CNS(C)(=O)=O)c3ccco3)CC2)cc1 (stereo unspecified),15%,-10%,-13%
Cc1ccc2c(=O)cc(C(=O)NC3CCS(=O)(=O)C3)oc2c1C (stereo unspecified),-6%,-5%,-2%
COC(=O)c1ccc(Oc2c(F)c(F)nc(N3CCOCC3)c2F)cc1,1%,u,-17%
CCN(CC)C(=O)C(=O)N/N=C/c1ccc(Cl)cc1Cl,5%,0%,-3%
COC(=O)c1[nH]c2cc(OC)ccc2c1NC(=O)CCN1CCN(Cc2ccc3c(c2)OCO3)CC1,-11%,-25%,-5%
COc1ccc(CNc2nc(NCc3ccc(OC)c(OC)c3)n(C(=O)c3cccs3)n2)cc1OC,1%,16µM*,-25%
O=C(CCc1ccc(CCC(=O)c2cccs2)s1)c1cccs1,-13%,u,-8%
O=[N+]([O-])c1cc(C=NN2CCCCCC2)ccc1Cl,-4%,-20%,x
CCN(C(=O)CCN1C(=O)c2ccccc2C1=O)C1CCCCC1,-10%,-5%,-6%
COc1ccc(Nc2nc(N)nc(N)c2S(=O)(=O)c2ccccc2)cc1,7%,x,-8%
O=c1[nH]c(/C=C/c2ccccc2[N+](=O)[O-])nc2ccccc12,-1%,-11%,9%
CCc1ccccc1NC(=O)CSc1nc2ccccc2n1CC(=O)N1CCCC1,2%,-14%,-4%
Cc1cc[n+](-c2[nH]c(=O)sc2/C=N/N=C(\[O-])CCn2c3ccccc3c3ccccc32)cc1,-15%,3%,-5%
O=C(COC(=O)C1CC1)NCc1ccc(Cl)cc1Cl,15%,-13%,-4%
CC1(OC(=O)C2CCCC2)C(=O)C=C2C=C(c3ccsc3)N(C3CCCC3)C=C2C1=O (stereo unspecified),3%,u,-18%
C=CCNC(=O)C1=NOC(CNC(=O)c2c(-c3ccccc3Cl)noc2C)C1 (stereo unspecified),-3%,-1%,2%
Cc1ccc2nc(/N=C(\N)NC(=O)N3c4ccccc4Sc4ccccc43)nc(C)c2c1,-21%,u,1%
CC1CN(CCCOc2ccccc2-c2ccccc2)CC(C)O1 (stereo unspecified),-6%,u,-2%
CC(C)(C)c1cc(C(=O)NN)n(Cc2ccc(F)cc2)n1,-19%,-20%,-5%
CC1=CC(C)(C)N(C(=O)CCl)c2ccccc21,-22%,u,-7%
COC(=O)c1onc(C(=O)c2ccccc2)c1C(=O)OC,1%,-1%,-2%
O=C(O)C1Sc2[nH]c(=O)sc2C2c3cc(Br)ccc3OC(=O)C12 (stereo unspecified),-26%,0%,1%
CN(C)c1ccc(-c2nc(NCCc3cnc[nH]3)c3ccccc3n2)cc1,x,13µM*,-15%
CCCCC(CC)C(=O)Nc1ccccc1C(=O)NC(C)C (stereo unspecified),-18%,u,-15%
COc1ccc(NC(=O)c2c(C(F)(F)F)nn(C)c2Cl)cc1,-1%,4%,-13%
Cc1cccc(N2CCN(C(=O)c3c(C)nn(Cc4ccccc4Cl)c3C)CC2)c1C,-11%,9.2µM*,-9%
Cc1cc(N(CC(=O)NC2CC2)S(C)(=O)=O)ccc1Br,12%,-13%,0%
Cc1noc(C)c1COc1ccccc1C(=O)NNC(=O)c1ccccc1,7%,-21%,0%
FC(F)(F)COc1ccc(-c2nnc(SCc3c(Cl)cccc3Cl)o2)cn1,0%,-1%,1%
Cc1ccc(-c2nc(CS(=O)CC(=O)NCc3ccc(F)cc3)c(C)o2)cc1 (stereo unspecified),2%,-10%,-5%
O=C(COC(=O)c1cc[n+]([O-])cc1)NCCc1ccc(Cl)cc1Cl,0%,-14%,-3%
CCc1ccc(-c2nc(C(N)=O)c3[nH]c(=O)n(-c4ccccc4OC)c3n2)cc1,-5%,2.3µM*,-1%
COc1ccc(OC)c(-c2cc(C(=O)NCc3ccc(Cl)cc3)no2)c1,5%&-18%,u,-5%&-4%
COCCCNC(=O)CS(=O)Cc1nc(-c2cccc(OC)c2)oc1C (stereo unspecified),-7%,0%,5%
CC(C)NC(=O)COC(=O)c1ccccc1CSC1=NCCS1,-8%,-13%,0%
CCOc1cc(-c2nnc(SCC(=O)NC3CCCC3)nc2-c2ccc(OC)c(OCC)c2)ccc1OC,2%,u,-5%
COc1cccc(CN(C)CC(=O)NCc2ccccc2Cl)c1,-4%,0%,-1%
C=CCNC(=O)/C(C#N)=C/c1c(C)nn(-c2ccc(Cl)cc2)c1Cl,-11%,u,-1%

# Profiles from above. Order of screens: FEN1 inhibitor, TDP1 cell CPT, KAT2A inh
# `C=CCNC(=O)/C(C#N)=C/c1c(C)nn(-c2ccc(Cl)cc2)c1Cl` is entered as -11%, u, -1%
# `CCc1ccc(-c2nc(C(N)=O)c3[nH]c(=O)n(-c4ccccc4OC)c3n2)cc1` is entered as -5%, 2.3µM*, -1%
# `COCCCNC(=O)CS(=O)Cc1nc(-c2cccc(OC)c2)oc1C` (stereo unspecified) is entered as -7%, 0%, 5%

# Next compounds follow:
compound,FEN1 inhibitor,TDP1 cell CPT,KAT2A inh
CC(C)(C)CN1CCNC(=O)C1CC(=O)N1CCN(c2ccccc2)CC1 (stereo unspecified),-22%,9%,1%
Cc1cccc(NC(=O)c2cccc(OC(=S)N3CCOCC3)c2)c1,16%,u,-4%
CCCNC1=C(C)C(=O)CC1,-2%,-2%,u
O=C(CN1C(=O)C2C3C=CC(C3)C2C1=O)OCC(=O)c1ccc(Cl)c([N+](=O)[O-])c1 (stereo unspecified),3%,21µM*,x
O=C(c1cc(S(=O)(=O)N2CCCCC2)ccc1Cl)N1CCOCC1,-1%,11%,-24%
CCOc1ccc(S(=O)(=O)NCCc2csc(-c3ccc(Cl)cc3)n2)cc1,-20%,6.5µM*,-9%
Cc1ccc(Nc2nc(N3CCOCC3)nc(N3CCOCC3)n2)cc1,8%,18µM*,0%
Cc1ccc2[nH]c3c(=O)n(CC(=O)N4CCN(c5cccc(C(F)(F)F)c5)CC4)ncc3c2c1,5%,-5%,23%
O=C(Nc1cccc(Cl)c1)Nc1ccc(Cl)cn1,6%,-16%,-2%[0.501 µM]
Cc1nc2nc(SCC(=O)N3CCOCC3)nn2c(C)c1Cc1c(F)cccc1Cl,-6%,-21%,-4%
CN1CCN(C(=O)c2cnn(-c3ccccc3)c2NC(=O)c2ccc([N+](=O)[O-])cc2)CC1,-4%,-6%,-26%
Cc1cc(Nc2ccc(Cl)cc2C)nc(-n2nc(C)cc2C)n1,15%,5.2µM*,0%
C=CCn1c(SCC(=O)c2ccc(O)c(O)c2)nnc1-c1ccc(OC)cc1,-1%,21µM*,u
CCOc1cc2sc(N3CCC(C(=O)Nc4ccc(C(C)C)cc4)CC3)nc2cc1Br,-20%,u,-7%
CC(=O)Nc1cccc(OCCCNC(=O)C2CCC2)c1,-15%,5%,3%
O=C(NN=C1CCC(=NNC(=O)c2cccnc2)CC1)c1cccnc1,-4%,-2%,-7%
CCCCOc1ccccc1Cn1c(=O)oc2ccccc21,-11%,2%,-10%
Cn1c(SCC(=O)Nc2ccc3[nH]c(=O)[nH]c3c2)nnc1-c1ccc(F)cc1,-3%,-7%,-8%
COc1ccc(NC(=O)C(=O)c2cn(CC(=O)N3CCCC3)c3ccccc23)c(OC)c1,6%,-8%,-2%
O=C(CC12CC3CC(CC(C3)C1)C2)NCC(=O)N1CCc2ccccc2C1,-1%,u,1%
C=C(C)C1CCC(C)=C1COC(=O)Nc1ccccc1 (stereo unspecified),-12%,u,-10%
COc1ccccc1CNC(=O)/C=C/C(=O)O,0%,-2%,-10%
Cc1cccc(C(C(=O)NCc2ccc(F)cc2)N(C(=O)c2csnn2)C2CC2)c1 (stereo unspecified),-15%,-28%,0%
CCCCOc1ccc(CNC(=O)c2cnc3sc(N4CCCCCC4)nn3c2=O)cc1,5%,-13%,-3%
O=c1c(O)c(-c2cccs2)oc2ccc(Cl)cc12,-2%,-26%,-12%

# Screening results (PubChem BioAssay)

# The list is partial (hit frequency here may not be typical).
